Assay outcomes: PubChem, several laboratories
M5 antag: antagonists of human muscarinic M5 receptor (CHRM5). P08912. CHO-hM5 cells, Fluo-8 calcium fluorescence, ACh EC80. inhibition, % at 3 µM. 360,000 compounds, 0.59% hits;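 active = inhibition above a per-plate cutoff, the mean of that plate's test compounds plus 3 SD, cut at about 27% in these data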;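 note: 0% = acetylcholine EC80 with DMSO and 100% = DMSO without agonist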
Target sequence (P08912 whole entry, looked up): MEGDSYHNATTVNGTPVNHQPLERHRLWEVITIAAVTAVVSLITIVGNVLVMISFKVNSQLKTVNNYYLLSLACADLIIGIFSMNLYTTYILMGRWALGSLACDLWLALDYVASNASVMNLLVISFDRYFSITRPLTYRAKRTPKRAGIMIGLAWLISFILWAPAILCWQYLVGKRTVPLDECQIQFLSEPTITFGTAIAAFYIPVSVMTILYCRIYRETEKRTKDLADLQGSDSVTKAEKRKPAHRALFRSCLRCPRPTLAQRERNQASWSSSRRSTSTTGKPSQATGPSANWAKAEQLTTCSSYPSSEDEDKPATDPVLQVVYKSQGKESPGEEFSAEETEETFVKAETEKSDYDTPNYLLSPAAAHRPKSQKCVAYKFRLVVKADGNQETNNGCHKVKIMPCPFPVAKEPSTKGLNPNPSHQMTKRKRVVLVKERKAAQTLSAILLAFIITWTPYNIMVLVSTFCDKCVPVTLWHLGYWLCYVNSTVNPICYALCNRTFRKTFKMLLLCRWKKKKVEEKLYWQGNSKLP
M4 PAM: CHRM4 positive allosteric modulation. P08173. CHO-K1 hM4/Gqi5, Fluo-8 calcium fluorescence, ACh EC20; 0% = ACh EC20, 100% = maximal ACh. activation, % at 3 µM. 360,000 compounds, 0.4% hits;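 active = activation above its plate's cutoff, the mean activation of sample wells plus 3 SD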; note: some results filed as inactive read as strong as hits
Target sequence (P08173 whole entry, looked up): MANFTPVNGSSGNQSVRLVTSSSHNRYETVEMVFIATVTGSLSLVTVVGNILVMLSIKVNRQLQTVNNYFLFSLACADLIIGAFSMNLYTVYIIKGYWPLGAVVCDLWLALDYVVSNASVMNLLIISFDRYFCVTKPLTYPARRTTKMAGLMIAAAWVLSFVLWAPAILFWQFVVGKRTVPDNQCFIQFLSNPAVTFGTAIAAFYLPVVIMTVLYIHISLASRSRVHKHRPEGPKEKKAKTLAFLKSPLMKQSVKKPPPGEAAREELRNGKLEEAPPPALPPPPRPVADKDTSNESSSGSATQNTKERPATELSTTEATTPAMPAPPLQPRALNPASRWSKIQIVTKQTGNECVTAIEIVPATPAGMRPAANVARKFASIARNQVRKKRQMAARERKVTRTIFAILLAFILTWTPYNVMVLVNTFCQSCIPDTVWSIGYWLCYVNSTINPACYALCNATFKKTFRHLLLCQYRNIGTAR
CHRM4 agonist: agonists of human muscarinic M4 receptor (CHRM4) | AID 624127 | 360,000 compounds, 0.14% hits | CHO-K1 hM4/Gqi5, Fluo-8 calcium fluorescence; vehicle 0%, full acetylcholine response 100% | activation, % at 3 µM;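 active = activation above the run mean over all test wells plus 3 SD, cut at about 32% in these data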;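 note: peak over basal fluorescence ratio per well then scaled between controls; 0% = DMSO wells and 100% = acetylcholine at EC100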
M5 ag: CHRM5 agonism in calcium assay; P08912; AID 624037; 360,000 compounds, 0.19% hits; CHO-K1 hM5 cells, Fluo-8 calcium fluorescence; 0% DMSO wells, 100% maximal acetylcholine response; activation, % at 3 µM;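 active = activation above the run's mean over test compounds plus 3 SD, cut at about 23% in these data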;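 note: signal is peak over basal fluorescence ratio across the kinetic read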
M4 antag: CHRM4 antagonism in calcium assay; CHO-hM4 cells, ACh EC80, Fluo-8 calcium fluorescence; inhibition, % at 3 µM; 360,000 compounds, 0.73% hits;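 active = inhibition above its plate's cutoff, the mean inhibition of sample wells plus 3 SD, cut at about 27% in these data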;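 note: 0% = acetylcholine EC80 with DMSO and 100% = DMSO without agonist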
CRFR2-BP ag: CRF-BP/CRF-R2 complex agonism. AID 588473. 350,000 compounds, 0.46% hits. HEK293 CRF-R2/CRF-BP, calcium dye fluorescence (FLIPR); percent of saturating CRF peptide response. activation, % at 13.2 µM;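 active = activation of at least 50%, plus an integration ratio under a set limit after plate pattern correction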;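 note: plate controls were neutral control wells without compound for no effect and CRF at EC100 for full effect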
CHRM5 PAM: potentiates acetylcholine response at human M5 receptor; AID 624038; P08912; activation, % at 3 µM; 360,000 compounds, 0.3% hits; CHO-K1 hM5, Fluo-8 calcium, ACh EC20 PAM; 0% = ACh EC20, 100% = ACh EC100;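 active = activation above the run cutoff, the mean activation of all test compounds plus 3 SD, cut at about 18% in these data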
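System – CHO-K1 hM5 cells · Compound – 3 µM, single dose · Incubation – compound preincubation 140 s before EC20 acetylcholine addition · Technique – Fluo-8 calcium fluorescence · Measure – Max/basal fluorescence ratio as % of EC20–EC100 ACh window · Benchmarks – low control EC20 acetylcholine (0%), high control EC100 acetylcholine (100%) · Replication – singlicate, one well per test compound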
IDE cell inh: inhibits human insulin-degrading enzyme in HEK cells | inhibition, % at 5.59 µM | FAbetaB cleavage, fluorescence polarization | 320,000 compounds, 0.41% hits;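 active = percent inhibition above the average of all tested compounds plus 3 SD, set per screening campaign, cut at about 16% in these data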;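 note: IDE supplied by intact live HEK cells; FP after avidin binding of uncleaved biotin substrate so inhibition keeps polarization high; 0% = DMSO wells and 100% = 60 µM reference IDE inhibitor Ii1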
CRFBP-R2 block: CRF-BP/CRF-R2 complex antagonism. HEK293 CRF-R2/CRF-BP, CRF-induced calcium fluorescence. inhibition, % at 11.8 µM. 350,000 compounds, 0.59% hits. AID 588475;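 active = inhibition of the ligand-induced calcium signal above about 50% at the single tested concentration, limit read from the data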
Numbers without * were called inactive; . = not tested or not shown. Not a hit list. About 2.9% of those tested had a hit in this group.

SMILES	M5 antag	M4 PAM	CHRM4 agonist	M5 ag	M4 antag	CRFR2-BP ag	CHRM5 PAM	IDE cell inh	CRFBP-R2 block
CCS(=O)(=O)N1CCN(c2ccc(C(=O)N3CCOCC3)cc2[N+](=O)[O-])CC1	4	2	1	1	3	0.5	6	7	1
Cc1ccc(NC(=O)C2CCN(C(=O)OC(C)(C)C)CC2)cc1S(=O)(=O)N1CCCCC1	1	4	12	2	-15	-0.2	-19	-1	-10
S=C(NCCc1ccccc1)Nc1ccccn1	-5	0	-1	-7	-5	-0.4	5	-3	6
O=C(Nc1ccc(Cl)cn1)c1ccc(COCC(F)(F)C(F)F)o1	2	6	2	-2	7	0.6	0	-2	-9
O=C(CNC(=O)c1ccc(F)cc1)NCc1ccc(Cl)cc1	-16	3	2	-2	-6	-1.7	4	7	-9
CC(=O)c1c(C)[nH]c(C(=O)NCc2cccs2)c1C	-5	5	2	-2	-4	1.7	3	1	-5
C#CCNC(=O)C[C@@H]1C[C@@]2(C(=O)OC)CCCCC=C2N(CCCCCCCC)C1=O	4	6	0	-4	-10	.	-2	.	.
COc1ccc(NC(=O)CN2CCN(CC(=O)Nc3ccc(F)cc3F)CC2)cc1	9	-2	1	-1	-8	-0.5	-1	.	5
COC(=O)Cc1csc(NC(=O)c2ccc3ncsc3c2)n1	8	-1	5	4	5	4.5	-3	-1	-12
Brc1ccc(OCCOCCN2CCOCC2)cc1	-7	8	1	1	0	0.4	2	0	-12
CC1(C)CC(NC(=O)COc2ccc3ccc(=O)oc3c2)CC(C)(C)N1	-20	-3	1	0	-1	1.6	9	-2	-9
Cc1cccc(NS(=O)(=O)c2ccc(C)c(C(=O)NC3CCN(Cc4ccccc4)CC3)c2)c1	1	-1	4	-4	-2	4.5	-5	.	-11
Cc1nc2ncnn2c(N2CCCC(C(=O)Nc3ccc4c(c3)CCC4)C2)c1C (stereo unspecified)	0	3	8	0	-2	0.7	-5	17*	-5
O=C(CCC(=O)n1ncc2ccccc21)N1CCCCC1	3	-1	1	-1	4	-5.1	-1	4	28
NS(=O)(=O)Oc1ccccc1	12	2	-1	2	8	-1.2	-2	2	-3
O=C(c1ccc([N+](=O)[O-])cc1)N(Cc1ccccc1)c1ccccn1	10	-7	1	-9	-1	0.7	-2	-2	-11
CC(C)(C)C(=O)N1c2ccccc2CCc2ccccc21	1	6	-1	-5	-26	-0.7	7	-1	3
c1ccn2c(SCc3ccc4c(c3)OCCO4)nnc2c1	3	0	0	0	-2	-0.9	-4	4	5
COc1ccc(S(=O)(=O)N2CCCCCC2)cc1C(=O)N(C)CC(=O)Nc1ccccc1C(F)(F)F	-7	-5	8	5	1	-1.6	0	-1	3
C#CCNC(=O)C[C@@H]1C[C@@]2(C(=O)OC)CC(C)(C)CC=C2N(CCCCCCCC)C1=O	7	0	4	-2	0	.	0	.	.
CCC[C@H]1CCCC/C=C\CCCC(=O)OCCN1C(=O)OC(C)(C)C	14	2	0	0	2	1.4	-3	-3	-9
O=c1c2cc(N3CCOCC3)ccc2[nH]c(=S)n1Cc1ccc(Cl)cc1	8	-1	3	1	-5	2.2	-4	-2	-50
CC(C)NS(=O)(=O)c1ccc(OCC(=O)NCc2ccccc2)cc1	0	-4	2	-2	9	-0.3	-1	-3	-2
CCOC(=O)c1c(NC(=O)c2cc(C)oc2C)sc(C(=O)Nc2ccc(Cl)cc2)c1C	2	0	1	0	3	1.8	5	6	-4
O=C(CCc1nnc2n(Cc3ccc(Cl)cc3)c(=O)c3ccccc3n12)N1CCN(c2ccccn2)CC1	5	-1	1	-2	2	-1.8	-5	5	7
COc1cccc(-c2cc(NC=O)c3ncc(-c4ccc(OC)c(OC)c4)n3c2)c1	1	3	4	1	-7	.	-9	.	.
CCn1nccc1C(=O)Nc1ccccc1OC	0	-2	0	3	8	-0.1	4	1	6
Cc1c(C(=O)Nc2ccc(Cl)cc2)c2ccccn2c1C(=O)c1ccc(F)cc1	0	1	1	1	-4	0.8	-1	1	-28
NC(=O)c1c(NC(=O)COC(=O)c2ccc(S(=O)(=O)Nc3ccccc3)cc2)sc2c1CCCC2	0	-4	1	3	-4	1.8	2	-2	1
CN(C)C(=O)c1cc(Cl)ccc1Sc1cc(Cl)ccc1Cl	-7	4	-2	-11	0	0.6	-4	8	22
CCOC(=O)CC1CCCCN1C(=O)c1cc(COc2cccc3cnccc23)on1 (stereo unspecified)	40*	-13	32*	10	55*	-0.4	-15	2	-15
CCCn1c(SCC(=O)NC2CCCC2)nnc1C(C)C	0	9	0	-3	-5	-0.5	6	2	6
COc1ccc(NC2CCN(C3CC(=O)N(c4ccc(F)c(Cl)c4)C3=O)CC2)cc1 (stereo unspecified)	3	4	1	-3	-3	0.2	7	0	-1
O=C(OCc1ccc([N+](=O)[O-])cc1)c1cc(=O)c2ccccc2o1	17	1	2	-1	3	1.0	-1	2	7
CC(NC(=O)COC(=O)c1cc(NS(=O)(=O)c2ccc(Cl)c([N+](=O)[O-])c2)ccc1O)C1CC2CCC1C2 (stereo unspecified)	14	-25	11	5	22	0.5	-14	2	18
S=c1[nH]nc(CN2CCCCC2)n1-c1ccc(Cl)cc1	10	-7	15	2	2	-0.9	-12	9	-7
CCCc1nn(C)c(C(=O)Nc2ccc(C(C)(C)C)cc2)c1Cl	-1	-6	0	-2	3	3.1	3	8	-71
O=C(COC(=O)/C=C/c1ccc(OC(F)F)cc1)NC1CCCCCCC1	2	-3	1	-5	-4	-0.5	0	1	4
COc1ccc(NC(=O)c2c(NC(=O)CNCC(C)C)sc3c2CCC3)c(OC)c1	-11	16	0	4	-5	-2.1	9	3	-5
NC(=O)COC(=O)c1ccc(C(=O)C(=O)c2ccccc2)cc1	-8	2	4	2	-5	-3.6	15	5	-7

As entered above.
`Cc1cccc(NS(=O)(=O)c2ccc(C)c(C(=O)NC3CCN(Cc4ccccc4)CC3)c2)c1` in CRFBP-R2 block is listed with -11
`CC1(C)CC(NC(=O)COc2ccc3ccc(=O)oc3c2)CC(C)(C)N1` in M5 antag is listed with -20

More entries:
SMILES	M5 antag	M4 PAM	CHRM4 agonist	M5 ag	M4 antag	CRFR2-BP ag	CHRM5 PAM	IDE cell inh	CRFBP-R2 block
COC(=O)CCN(C(=O)c1cc(OC)c(OC)c(OC)c1)c1ccccn1	-7	4	1	4	0	-1.0	4	0	11
Cc1ccc(OCCCCN2CCCCC2)c(C)c1	-16	-12	0	-19	11	0.7	10	0	2
Cc1cc(NC(=O)c2ccc(Cn3cc([N+](=O)[O-])cn3)o2)no1	4	10	3	-4	4	0.2	4	.	-2
O=c1cc(-c2cccc([N+](=O)[O-])c2)[nH][nH]1	-1	11	0	-1	4	2.3	6	-6	-12
Cc1ccc(CNC(=O)COc2ccc(S(=O)(=O)NC(C)C)cc2)cc1	10	21	0	-1	25	-4.9	2	-1	-2
Cc1csc(NC(=O)Nc2cccc(Cl)c2)n1	19	-6	12	5	5	2.0	-10	-3	-23
CCCNC(=O)Nc1nnc(C2CC2)s1	10	3	1	-3	-4	1.0	-8	-3	2
O=C(NCCCN1CCOCC1)c1cc2cc(Br)ccc2oc1=O	8	3	3	-1	3	0.3	4	2	7
CN(C)C1CN(Cc2cn(Cc3cccc(C(F)(F)F)c3)nn2)S(=O)(=O)C1 (stereo unspecified)	4	1	1	1	-4	.	-11	.	.
CCn1c(-c2cccnc2Cl)nc2cc(C)c(C)cc21	7	1	.	-2	4	-0.2	4	5	-36
CC(=O)Nc1ccc(NC(=O)C(C)n2nc(C)c([N+](=O)[O-])c2C)cc1 (stereo unspecified)	16	-13	0	0	14	-0.4	-9	-1	1
COc1cc(C(=O)OCCCN2CCCN(CCCOC(=O)c3cc(OC)c(OC)c(OC)c3)CC2)cc(OC)c1OC	-3	-10	4	0	3	0.2	-1	-2	-1
COc1ccc(C2C(C(=O)N3CCN(c4ccccn4)CC3)CCC(=O)N2c2ccc(OC)cc2)cc1 (stereo unspecified)	12	7	1	2	-1	2.4	-3	-1	-14
COc1cccc(/C=N/NC(=O)c2cnccn2)c1O	3	-2	1	0	-4	-1.2	-1	1	4
CCOc1ccc(N=Nc2c(C)noc2C)cc1	-5	-3	1	4	-6	-0.6	12	-3	-10
O=C(c1ccco1)N1CCCN(Cc2nc(-c3ccc4c(c3)OCO4)no2)CC1	6	-9	2	0	5	3.1	-2	3	7
COc1ccc(C(=O)N/C(=C\c2ccccc2)C(=O)NC(CCSC)C(=O)O)cc1 (stereo unspecified)	0	4	1	0	-6	-2.6	4	8	1
CCN(CC)CCSc1nnc2c3cc(F)ccc3n(Cc3ccccc3)c2n1	17	-13	0	-7	12	-0.8	-3	3	0
COC(=O)c1ccc2[nH]c(C3(O)CCCCC3)c(C)c2c1	1	-3	7	0	-3	0.1	-10	-1	-7
O=C(NCC1CCCO1)/C(=C/c1ccccc1F)NC(=O)c1ccccc1 (stereo unspecified)	2	1	1	-3	-14	0.6	9	3	0

Two entries from above in another layout.
Values in the order: M5 antag	M4 PAM	CHRM4 agonist	M5 ag	M4 antag	CRFR2-BP ag	CHRM5 PAM	IDE cell inh	CRFBP-R2 block
- Cc1ccc(CNC(=O)COc2ccc(S(=O)(=O)NC(C)C)cc2)cc1
  10	21	0	-1	25	-4.9	2	-1	-2
- O=C(NCCCN1CCOCC1)c1cc2cc(Br)ccc2oc1=O
  8	3	3	-1	3	0.3	4	2	7

(further entries)
SMILES	M5 antag	M4 PAM	CHRM4 agonist	M5 ag	M4 antag	CRFR2-BP ag	CHRM5 PAM	IDE cell inh	CRFBP-R2 block
O=C1CC(NCC2CCCO2)C(=O)N1c1ccc(Cl)cc1 (stereo unspecified)	0	2	0	1	-5	-0.4	-5	-6	-3
COc1ccc(N2C(=O)CCC(C(=O)NCc3ccccn3)C2c2ccc(OC)c(OC)c2)cc1 (stereo unspecified)	-1	-2	0	-1	4	0.5	-6	-1	-4
COCc1ccc(C(=O)NCC2(N3CCCCC3)CCCCC2)cc1	-2	-1	1	-3	-1	-1.0	1	2	-5
CCc1ccc(NC(=O)CN(N=Nc2nonc2C)c2nonc2C)cc1	5	8	1	1	5	1.9	9	-5	1
CC1(C)CCC/C(=C\c2ccccc2)C1=O	15	8	-1	0	-11	-1.3	-4	1	-1
Cc1cc(NC(=O)c2ccccc2)n(C)n1	7	-1	1	-3	-3	-0.2	1	-1	5
Cc1ccc(S(=O)(=O)N2CN(CC3CCCO3)c3nc4ccccc4nc32)c(C)c1 (stereo unspecified)	-14	3	4	-2	-7	1.2	2	7	5
Cc1ccccc1OCC(=O)Nc1nnc(C2CCCCC2)s1	1	-4	0	5	7	3.5	6	-3	-44
Cc1sc2nc(SCC(=O)O)[nH]c(=O)c2c1C	12	-1	0	0	0	0.9	-9	2	-5
Cc1nn(C)c(C)c1CN(C)C(=O)CCCC(=O)O	-10	13	1	-2	-5	-0.8	1	2	36
Nc1c(N(Cc2ccccc2)C(=O)COc2cccc(Cl)c2)c(=O)[nH]c(=O)n1Cc1ccccc1	-4	-3	2	5	8	-0.5	4	-7	3
Cc1ccc(S(=O)(=O)c2cc3ccccc3oc2=Nc2ccc3c(c2)OCO3)cc1	-2	-6	1	-1	8	-2.2	0	-3	1
COC(=O)c1c(NC(=O)C2CC=CCC2C(=O)O)sc(C(N)=O)c1C (stereo unspecified)	12	1	1	-3	4	2.5	-5	2	-15
Cc1c(Cc2ccccc2)sc(NC(=O)C(C)(C)C)c1C(N)=O	-27	12	2	9	-17	-1.4	16	-1	-43
